EPAC1 ag – agonists of human EPAC1. O95398. Potency, µM (doses to about 154 µM), without a hit: at the highest dose activation, actives largely listed as activators. AID 720707. 0.073% of 360,000 active. EPAC1 agonist qHTS, biochemical assay; response scale: 100% = response to 6.5 mM cAMP; note: potency is the fitted concentration of half-maximal effect; nearly all actives have a fitted effect of over 60% in size
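Nucleotide exchange by EPAC1 (100 nM) on Rap1B–BODIPY-GDP (250 nM) in the presence of 50 uM GDP is tracked fluorescently at 480/540 nm over 30 min. Signals are normalized to a 6.5 mM cAMP control.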
WRN inhibitor – WRN helicase (human) inhibition | WRN helicase unwinding, fluorescent forked duplex, kinetic | 0.46% of 360,000 active | AID 651768 | Q14191 | Potency, µM (top dose mostly 114 µM), without a hit: at the highest dose activity change, negative = inhibition, usual class: inhibitors; note: potency is the fitted concentration of half-maximal effect; % is set by controls: 0 for no effect and ±100 for the full control effect; nearly all actives have a fitted effect of over 55% in size
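Enzyme (20 nM final) and test compound sit together 15 min at room temperature before substrate addition. Substrate is a single-forked duplex oligonucleotide (100 nM) labelled with fluorophore and quencher, with 2 mM ATP; helicase unwinding raises red fluorescence, read kinetically.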
EPAC2 agonist – agonists of human EPAC2 (RAPGEF4); Q8WZA2; EPAC2 activation, biochemical qHTS; response scale: 100% = 6.5 mM cAMP response; Potency, µM (series often up to 154 µM), without a hit: top-dose activation, usual class: activators; 0.079% of 360,000 active; note: potency is the fitted concentration of half-maximal effect; nearly all actives have a fitted effect of over 50% in size
Target sequence (Q8WZA2 whole entry, looked up): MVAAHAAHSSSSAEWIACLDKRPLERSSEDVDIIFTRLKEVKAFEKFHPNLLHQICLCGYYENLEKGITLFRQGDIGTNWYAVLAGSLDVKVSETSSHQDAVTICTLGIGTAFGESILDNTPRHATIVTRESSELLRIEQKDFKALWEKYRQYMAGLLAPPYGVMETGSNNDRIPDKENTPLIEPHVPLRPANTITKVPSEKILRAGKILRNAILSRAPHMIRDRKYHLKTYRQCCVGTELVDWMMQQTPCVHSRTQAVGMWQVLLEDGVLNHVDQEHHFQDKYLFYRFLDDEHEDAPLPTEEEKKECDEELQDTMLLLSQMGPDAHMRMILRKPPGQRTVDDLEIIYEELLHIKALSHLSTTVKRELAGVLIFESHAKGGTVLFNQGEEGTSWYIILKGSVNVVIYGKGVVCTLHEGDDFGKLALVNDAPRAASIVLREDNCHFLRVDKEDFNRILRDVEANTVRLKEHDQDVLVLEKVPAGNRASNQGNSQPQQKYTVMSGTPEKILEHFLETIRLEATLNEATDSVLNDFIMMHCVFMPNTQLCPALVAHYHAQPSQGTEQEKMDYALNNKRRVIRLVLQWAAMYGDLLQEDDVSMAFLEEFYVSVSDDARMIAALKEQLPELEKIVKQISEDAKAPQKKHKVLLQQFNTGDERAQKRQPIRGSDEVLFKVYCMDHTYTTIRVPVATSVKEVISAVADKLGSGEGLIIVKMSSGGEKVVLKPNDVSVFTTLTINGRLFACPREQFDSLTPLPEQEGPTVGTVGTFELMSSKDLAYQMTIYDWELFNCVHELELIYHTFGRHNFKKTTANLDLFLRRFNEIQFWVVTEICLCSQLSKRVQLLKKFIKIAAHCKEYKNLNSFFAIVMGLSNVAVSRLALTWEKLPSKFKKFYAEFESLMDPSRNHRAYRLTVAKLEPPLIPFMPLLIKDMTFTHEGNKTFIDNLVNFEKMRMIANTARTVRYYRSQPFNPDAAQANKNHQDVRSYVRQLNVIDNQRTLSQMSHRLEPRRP
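Compounds were added across a concentration range to EPAC2 (100 nM), RAP1B-BODIPY-GDP (250 nM) and GDP (50 uM). After 5 min at room temperature, fluorescence was recorded at 5-min intervals for 30 min.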
IL2 activator – activates IL-2 in a cell-based reporter assay; IL-2 activation reporter assay, cell-based qHTS; stimulated with anti-CD3/CD4/CD28 beads; in transgenic mouse T cells; activation, % (series mostly up to about 46 µM); 0.065% of 360,000 active; in the data active = activation above about 50%; inconclusive = mostly about 30% to 49%; note: 0% is about no effect
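Readout is EGFP and DsRed signal by fluorescent plate cytometry after 18 h at 37 degrees C. Transgenic mouse T cells (750/well) received compound for 60 min before bead stimulation (anti-CD3, anti-CD4, anti-CD28); memory T cells served as non-tolerant control.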
CCT modulator – modulators of cytosolic chaperonin (CCT/TRiC) activity; AID 651819; 0.3% of 360,000 active; purified chaperonin ATPase assay, HTRF ADP detection, 30 min; activity change, % (concentration not given with the values), hits read low; in the data active = activity change below about -30%; note: % is set by controls: 0 for no effect and ±100 for the full control effect
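Enzyme 40 or 20 nM (batch-dependent) in Tris pH 7.4/KCl/MgCl2/DTT; cpd 76 uM single point; ATP 10 uM; 30 min 37 °C; Transcreener ADP HTRF detection, 30 min RT; ratio 665/615.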
PLK1 PBD block – blocks phosphopeptide binding to human PLK1 polo-box domain. P53350. AID 720504. 2.8% of 360,000 active. Potency, µM, inactives show max response, negative = inhibition, hits mostly inhibitors. Plk1 PBD binding of FITC phosphopeptide, fluorescence polarization; note: potency is the fitted concentration of half-maximal effect; series mostly up to about 57 µM; % is set by controls: 0 for no effect and ±100 for the full control effect; nearly all actives have a fitted effect of over 65% in size
PI5P4K alpha inh – PI5P4K alpha (human) kinase inhibition. PI5P4Kalpha enzyme, ADP-Glo luminescence, 60 min; stronger effect = lower value. max response, %. 1.2% of 330,000 active; active = max response of -50% or lower; inconclusive = between -30% and -50%; inactive = -30% or higher; note: value at the top dose of about 77 µM; % is set by controls: 0 for no effect and ±100 for the full control effect
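Single end-point luminescence (ADP-Glo) quantified ADP from PI5P4Kalpha turnover; ATP 5 microM final, 1 h at RT, 0.1% CHAPS and 0.28 mM EGTA in HEPES pH 7.4.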
EPAC1 antagonist – antagonists of human EPAC1 | 0.14% of 360,000 active | O95398 | Potency, µM (series often up to 115 µM), for the others: at the highest dose activity change, negative = inhibition, most hits filed as inhibitors | EPAC1 GEF assay, Rap1b-BODIPY-GDP exchange fluorescence;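 note: potency is the fitted concentration of half-maximal effect; plate controls were vehicle for no effect and positive control for full effect; nearly all actives have a fitted effect of over 50% in size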
Active calls of the source: *; u = inconclusive; x = not tested or not shown; [ ] = another dose, or the depositor's remark. Unless noted, calls come from the whole dose curve; as a rule, active = well fitted curve in the direction sought with a large enough effect; inconclusive = small, poorly fitted or top-dose-only effect, or another doubt; inactive = no such curve, though single readings can be large; an effect the other way counts as inactive or inconclusive. The list is partial. The share of hits here may be higher or lower than overall.

entry	SMILES	EPAC1 ag	WRN inhibitor	EPAC2 agonist	IL2 activator	CCT modulator	PLK1 PBD block	PI5P4K alpha inh	EPAC1 antagonist
1	CC1(C)Oc2ccc(C(=O)NNC(=O)Nc3ccccc3)cc2NC1=O	-1%	-15%	3%	-1.6	2.2	3%	-3	-11%
2	C=CCN1C(=O)C2(C(C(=O)c3ccc(C)o3)=C(O)C(=O)N2CCCN2CCOCC2)c2ccccc21 (stereo unspecified)	-2%	2%	-1%	0.9	-1.9	-3%	-8	1%
3	Cc1ccc(C2C(C(=O)c3cccs3)=C(O)C(=O)N2CCN2CCOCC2)o1 (stereo unspecified)	1%	-5%	-2%	0.4	-1.8	-11%	9	12%
4	O=C(/C=C/c1cccc([N+](=O)[O-])c1)NCc1ccccc1	5%	8%	17%	4.5	-0.3	-12%	3	-11%
5	CN(C)/C=C(\C#N)c1nc2ccccc2[nH]1	-6%	-12%	2%	-1.1	1.1	-4%	x	-6%
6	CC(=O)C[C@H](O)CC(=O)[C@H]1OC(=O)[C@H](C)CCCCc2ccccc21	-12%	-10%	3%	-0.3	1.1	-7%	-1	-8%
7	CC(=O)OCCN(C)c1cc(SC(C)C)c2nonc2c1[N+](=O)[O-]	10%	-1%	2%	-0.9	-5.5	u	3	-8%
8	CCCCNC(=O)COC(=O)c1cc(F)c(F)cc1Cl	9%	1%	3%	0.0	-0.7	3%	x	2%
9	CCc1ccccc1NC(=O)COC(=O)C1C2CC3OC(=O)C1C3C2 (stereo unspecified)	-2%	10%	-3%	0.3	1.1	0%	-6	16%
10	COc1cccc(C(=O)Nc2ccc3[nH]ncc3c2)c1OC	-7%	-25%	5%	0.3	-4.5	-11%	-9	-10%
11	CC(Nc1ccc2ccccc2c1)C(=O)N/N=C/c1ccncc1 (stereo unspecified)	5%	-1%	6%	-0.3	0.7	3%	0	-8%
12	COc1cccc(NC(=O)C2=COCCO2)c1	8%	-15%	-1%	0.8	-3.4	0%	7	-4%
13	Cc1ccc(C2CC(=O)C(C=NCCN3CCN(C(=S)Nc4ccccc4)CC3)=C(O)C2)cc1 (stereo unspecified)	-1%	1%	-1%	-2.0	-0.7	-8%	2	-1%
14	CC(C)NC(=S)N/N=C/c1c[nH]c2ccccc12	-16%	-9%	1%	2.1	2.1	7%	2	-9%
15	CCC(C)Sc1nc2c(c(=O)[nH]c(=O)n2C)n1C (stereo unspecified)	-5%	-2%	7%	0.9	-0.2	-25%	0	-29%
16	CN1CCN(C2CN(Cc3cn(Cc4cccc(C(F)(F)F)c4)nn3)S(=O)(=O)C2)CC1 (stereo unspecified)	4%	7%	-1%	2.5	-0.2	-2%	-7	-11%
17	CCN(Cc1nc2cc(OC)c(OC)cc2c(=O)[nH]1)C(=O)c1ccc(S(=O)(=O)N(C)C)cc1	0%	7%	-3%	-3.0	-0.5	-6%	x	-2%
18	Cc1ccc2c(c1)c(CC(=O)Nc1ccc(F)cc1)c(C(=O)O)n2C	3%	13%	-2%	0.5	3.5	-25%	x	28%
19	CCOC(=O)C1(C)CCCCCN1C(=O)c1ccco1 (stereo unspecified)	2%	3%	6%	0.9	1.4	-5%	-5	1%
20	COc1ccc(/C(C)=N/NC(=O)c2cc(-c3cccnc3)nc3ccccc23)cc1	-6%	-1%	-3%	-1.3	1.0	-6%	-1	1%
21	CC(NC(=O)Cn1c(NCCO)nc2ccccc21)c1ccccc1 (stereo unspecified)	11%	-3%	6%	-0.4	-1.5	1%	-3	11%
22	CC(C)c1nc2oc3c(NCC4CCCO4)ncnc3c2c2c1COC(C)(C)C2 (stereo unspecified)	5%	-5%	0%	-0.2	-0.7	-4%	18	-11%
23	CCCCNC(=S)NC(=O)c1ccccc1Br	-13%	-9%[57.1 µM]	-8%	-0.9	-0.6	-2%	0	-8%
24	O=C(/C=C/c1ccc(S(=O)(=O)N2CCOCC2)cc1)NCc1ccccc1F	2%	-10%	16%	-0.2	1.3	-5%	-1	0%
25	CCc1nonc1NC(=O)c1oc2cc(C)c(C)cc2c1C	2%	-8%	2%	-0.8	2.7	-6%	15	-19%
26	COc1ccc(C2C3=C(OC(C)=O)c4ccccc4C3=Nc3c2c(=O)n(C)c(=O)n3C)cc1 (stereo unspecified)	1%	-4%	-11%	0.1	-1.2	-2%	x	10%
27	CCCCCn1c(CN2CCN(C(=O)OCC)CC2)nc2c1c(=O)n(C)c(=O)n2C	6%	0%	1%	0.5	-1.5	-3%	x	0%
28	CN(C(=O)CCNC(=O)Cn1ccc2ccccc2c1=O)c1ccc(Br)cc1	5%	3%	6%	0.2	-0.1	-8%	2	-20%
29	COc1ccc(CCNC(=O)c2nn(C)c3c2CS(=O)(=O)c2ccccc2-3)cc1OC	14%	-6%	-1%	0.6	-2.5	6%	6	-6%
30	CCOC(=O)c1ccc(-n2c(C)ccc2C)cc1	3%	-6%	7%	-4.4	-1.6	0%	0	7%
31	COc1cc(NC(=O)c2ccc(Cl)cc2)c(OC)cc1NC(=O)CN1CCCCC1	11%	1%[57.1 µM]	10%	-1.1	0.5	30µM*	-12	u
32	CCOc1ccc(CCNC(=O)CS(=O)Cc2nc(-c3ccc(C)cc3)oc2C)cc1 (stereo unspecified)	3%	0%	-8%	-2.5	1.6	-26%	20	4%
33	CCC(C)Cn1cnc2c(Sc3c([N+](=O)[O-])ncn3C)nc(N)nc21 (stereo unspecified)	-1%	-1%	3%	-0.7	0.7	-7%	-1	4%
34	COC1=NC(=C(c2ccccc2)c2ccccc2)OC1=O	-2%	-30%	-2%	0.1	-0.7	-3%	-1	1%
35	CC(=O)N1c2ccc(S(=O)(=O)N3CCOCC3)cc2CC1C (stereo unspecified)	-12%	9%	-4%	-0.2	-0.5	3%	6	-11%
36	C[C@H]1CN([C@@H](C)CO)C(=O)CCCn2cc(nn2)CO[C@@H]1CN(C)S(=O)(=O)c1ccc(Oc2ccccc2)cc1	-7%	2%	-2%	1.3	1.0	-8%	-3	0%
37	O=S(=O)(c1ccc2nc(N3CCN(c4ccc(F)cc4)CC3)ccc2c1)N1CCCCC1	-9%	5%	-2%	-0.1	1.7	1%	-9	-6%
38	Cc1cc(NC(=O)Cn2nc(C)c([N+](=O)[O-])c2C)no1	-6%	-12%	-3%	-0.6	-1.3	-6%	0	-3%
39	COc1ccccc1NC(=O)CCNC(=O)C1CCN(S(=O)(=O)c2ccccc2)CC1	4%	3%	-4%	-2.0	-2.5	2%	0	3%
40	CCN1C(c2ccccc2)=C(c2ccccc2)S/C1=C/C=C1\SC(=S)N(C)C1=O	-1%	-32%[11.6 µM]	3%	0.1	0.5	-13%	x	7%
41	CCCOc1ccc(C2NC(=S)NC(c3ccccc3)=C2C(=O)Nc2ccc(C)cc2)cc1OC (stereo unspecified)	0%	-10%	4%	-0.3	-3.1	-3%	1	-12%
42	COc1ccc(CC(=O)NCc2csc(-c3cccs3)n2)cc1OC	1%	9%	5%	-0.5	-10.0	-4%	0	10%
43	COc1ccc(N/C=C\C(=O)c2ccc3c(c2)OCO3)cc1	-2%	4%	13%	-1.8	1.7	-6%	5	3%
44	COc1ccc(C(=O)C[n+]2cccc(Br)c2)cc1	0%	u	12%	-1.4	-3.0	-14%	-5	5%
45	CN1C(=O)c2ccccc2N(C)C1c1ccc2c(c1)OCO2 (stereo unspecified)	-2%	-6%	6%	0.2	-3.0	-5%	4	-2%
46	O=C(NCc1cccc(C(F)(F)F)c1)c1csc([C@@H]2O[C@H](CO)[C@H](O)[C@H](O)[C@H]2O)n1	-2%	10%[57.1 µM]	-5%	0.9	0.3	4%	2	7%
47	O=C(CC1C(=O)NCCN1Cc1ccc(Cl)c(F)c1)NCCc1cccnc1 (stereo unspecified)	9%	-12%	-3%	2.3	-0.9	-14%	0	u
48	COc1ccc(S(=O)(=O)Nc2cc(C(C)C)c(O)cc2C)cc1	-6%	-5%	3%	0.2	-4.4	-10%	-1	-11%
49	CNc1nc(-c2ccc([N+](=O)[O-])cc2)cs1	5%	1%	10%	-0.2	-0.9	-11%	-7	4%
50	Cc1c(C(=O)N/N=C/c2ccccc2)sc(=S)n1C	-5%	-8%	4%	0.6	1.6	-1%	6	9%

Next section
entry	SMILES	EPAC1 ag	WRN inhibitor	EPAC2 agonist	IL2 activator	CCT modulator	PLK1 PBD block	PI5P4K alpha inh	EPAC1 antagonist
51	CC(=O)Oc1cc2c(cc1OC(C)=O)C(=O)CCCC2	5%	-2%	8%	4.8	-3.9	-13%	-9	9%
52	C/C(Cn1cnc([N+](=O)[O-])n1)=N/NC(=O)COc1c(Cl)cc(Cl)cc1Cl	7%	-11%	8%	1.5	-2.3	-16%	2	-27%
53	Cc1cc(OC(=O)Nc2ccccc2)ccc1Cl	7%	-7%	6%	-0.4	-1.8	0%	2	-12%
54	O=C(COC(=O)c1ccc[nH]c1=O)NC1CCCC1	8%	7%	8%	-1.0	-2.8	-7%	-1	-7%
55	CC(OC(=O)C1CCC(=O)N1)C(=O)Nc1cc(Cl)cc(Cl)c1 (stereo unspecified)	5%	-17%	0%	0.2	-0.1	-4%	-9	-3%
56	Cc1occc1C(=O)N/N=C/c1ccc(Cl)c([N+](=O)[O-])c1	2%	-6%	-5%	0.1	1.5	-5%	1	7%
57	CN1CCN(c2ncnc3c2ncn3[C@H]2CN(Cc3ccc(-c4ccccc4)cc3)C[C@@H](CO)O2)CC1	9%	-2%	3%	-0.8	0.4	-1%	2	-17%
58	CCOc1ccc(-n2c(Cc3cc(=O)[nH]c(=O)[nH]3)nnc2SCC(=O)NC2CCCC2)cc1	9%	0%	12%	-3.3	-2.8	-1%	-11	10%
59	CC(=O)N(C)c1nnc(-c2ccccn2)s1	-4%	6%	-6%	0.3	-2.5	-6%	2	9%

4 structures out of the list, sorted by molar mass, ascending:
entry	SMILES	EPAC1 ag	WRN inhibitor	EPAC2 agonist	IL2 activator	CCT modulator	PLK1 PBD block	PI5P4K alpha inh	EPAC1 antagonist
54	O=C(COC(=O)c1ccc[nH]c1=O)NC1CCCC1	8%	7%	8%	-1.0	-2.8	-7%	-1	-7%
51	CC(=O)Oc1cc2c(cc1OC(C)=O)C(=O)CCCC2	5%	-2%	8%	4.8	-3.9	-13%	-9	9%
55	CC(OC(=O)C1CCC(=O)N1)C(=O)Nc1cc(Cl)cc(Cl)c1 (stereo unspecified)	5%	-17%	0%	0.2	-0.1	-4%	-9	-3%
58	CCOc1ccc(-n2c(Cc3cc(=O)[nH]c(=O)[nH]3)nnc2SCC(=O)NC2CCCC2)cc1	9%	0%	12%	-3.3	-2.8	-1%	-11	10%

High-throughput results from PubChem.
